KLF5 inhibitor = kruppel-like factor 5 inhibition. DLD-1 KLF5 promoter-luciferase reporter, luminescence. inhibition, % at 5 µM. 290,000 compounds, 0.23% hits;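 active = inhibition above a per-plate limit of that plate's mean compound inhibition plus 3 SD, cut at about 60% in these data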;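 also: 0% = DMSO wells and 100% = LY294002 at 200 µM; higher means less KLF5 promoter-driven luciferase light; inactives centre near -14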
HSF1 activator = increases HSF-1 driven luciferase reporter signal | NIH3T3-HGL HSF-1 luciferase reporter, MG132, 8 h; 100% = twice DMSO control signal | activation, % at 9 µM | 300,000 compounds, 1.7% hits;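 active = mean replicate activation of at least 50% with a set share of replicates each reaching 50%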;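 also: 0% = median of the neutral control wells and 100% = twice that signal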
aSyn UTR inh = MLPCN primary screen, SNCA 5' untranslated region. alpha-synuclein 5'UTR reporter, inhibitor activity. inhibition, % (tested at 7.5 µM). 300,000 compounds, 0.82% hits; in the data active = inhibition above about 60%;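 also: H4 neuroglioblastoma cells stably carrying SNCA 5'UTR luciferase fusion; 0% = DMSO wells and 100% = positive control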
GSK3A inh = inhibitors of human GSK-3 alpha kinase | P49840 | ADP-Glo luminescence, 60 min | inhibition, % at 10 µM | 320,000 compounds, 0.1% hits;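 in the data active = inhibition above about 50%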;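 also: GST-tagged GSK-3 alpha with peptide substrate and 25 µM ATP; 0% = DMSO neutral wells and 100% = GW8510 positive control wells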
Target sequence (P49840 whole entry, looked up): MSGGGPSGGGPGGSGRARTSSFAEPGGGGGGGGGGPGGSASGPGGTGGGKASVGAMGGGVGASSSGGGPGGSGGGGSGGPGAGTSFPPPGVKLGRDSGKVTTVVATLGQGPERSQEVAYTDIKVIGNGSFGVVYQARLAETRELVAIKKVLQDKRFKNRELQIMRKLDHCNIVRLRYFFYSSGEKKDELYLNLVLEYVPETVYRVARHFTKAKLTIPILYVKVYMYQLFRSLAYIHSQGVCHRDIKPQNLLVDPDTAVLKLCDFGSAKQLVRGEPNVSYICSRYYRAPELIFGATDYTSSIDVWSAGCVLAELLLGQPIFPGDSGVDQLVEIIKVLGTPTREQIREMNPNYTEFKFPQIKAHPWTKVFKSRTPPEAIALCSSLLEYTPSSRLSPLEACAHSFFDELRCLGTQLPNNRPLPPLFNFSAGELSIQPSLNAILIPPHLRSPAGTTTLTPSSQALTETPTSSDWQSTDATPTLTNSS
HSF1 inh = HSF1 inhibition. NIH3T3-HGL HSE-luciferase, MG132-induced, luminescence 8 h; active compounds read low. activity change, negative = inhibition, % at 7.5 µM (by protocol). 300,000 compounds, 0.77% hits;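 active = more than half of replicate wells show activity change below -50%, luminescence cut by over half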;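 also: luciferase reports HSF-1 transcriptional activity via heat shock element; 0% = median of DMSO wells and -100% = zero luminescence signal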
HSP90 refold inh = inhibitors of HSP90 luciferase refolding in rabbit reticulocyte lysate. luciferase refolding luminescence, 3 h. inhibition, % at 5.6 µM. 290,000 compounds, 0.91% hits. AID 1789;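 active = inhibition above the screen-wide mean plus 3 SD, computed separately per campaign, cut at about 16% in these data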;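 also: 0% = DMSO wells and 100% = 60 µM geldanamycin wells; inhibitors lower the luminescence because luciferase stays unfolded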
GSK3beta inhib = blocks human GSK3beta kinase activity; P49841; GST-GSK3beta kinase, ADP-Glo luminescence, 60 min; active compounds read low; activity score (negative = inhibition), % at 10 µM; 300,000 compounds, 0.038% hits;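 active = more than half of replicate wells score below -50%, meaning over 50% inhibition versus plate controls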;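 also: 0% = median DMSO wells and -100% = median GW8510 positive control wells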
Target sequence (P49841 whole entry, looked up): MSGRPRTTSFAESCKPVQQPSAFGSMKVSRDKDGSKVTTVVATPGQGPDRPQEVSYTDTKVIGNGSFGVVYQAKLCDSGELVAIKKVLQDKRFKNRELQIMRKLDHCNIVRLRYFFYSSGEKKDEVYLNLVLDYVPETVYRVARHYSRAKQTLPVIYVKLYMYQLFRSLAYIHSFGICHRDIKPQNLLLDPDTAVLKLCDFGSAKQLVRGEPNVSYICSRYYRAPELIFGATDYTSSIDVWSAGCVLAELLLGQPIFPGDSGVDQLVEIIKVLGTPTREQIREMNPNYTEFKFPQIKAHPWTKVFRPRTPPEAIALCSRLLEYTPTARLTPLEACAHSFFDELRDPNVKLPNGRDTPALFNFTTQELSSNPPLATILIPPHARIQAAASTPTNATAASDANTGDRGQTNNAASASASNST
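Assay system: GST-tagged human GSK3beta kinase, cell-free; Input: 1.6 ng GSK3beta; Medium: Tris/MgCl2 kinase buffer; Timing: 60 min enzyme reaction, room temperature; Signal: ADP-Glo luminescence quantifying ADP generated by kinase; Evaluation: score relative to plate controls; Benchmarks: DMSO neutral wells and GW8510 at 20 µM as positive.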
IEC-6 cytotox = kills IEC-6 intestinal cells in KLF5 counter-screen. AID 1825. IEC-6 cytotoxicity, luminescence viability. inhibition, % at 5 µM. 290,000 compounds, 0.78% hits; in the data active = inhibition above about 22%;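 also: 0% = plate median of test compound wells and 100% = cytotoxic reference compound wells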
HIF activator = HIF pathway transcriptional activation; 300,000 compounds, 0.32% hits; U2OS HRE-luciferase reporter, luminescence; normalized: DMSO 0%, desferrioxamine 100%; activation, % at 7.5 µM (by protocol);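 active = mean activation of at least 10% of the iron chelator positive control signal, with at least half of replicates also reaching 10%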
AI-2 QS mod = modulates the Vibrio harveyi AI-2 quorum sensing system | activity change, % at 7.5 µM | 300,000 compounds, 0.4% hits | Vibrio harveyi JMH597 AI-2 luminescence/OD600 ratio, 9 h; active compounds read low; strain lacks LuxN and CqsS sensors; 0 = neutral-control median; in the data active = activity change below about -75%, passing the limit was not always enough;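 also: luminescence divided by OD600 gain over 9 h not by final OD600 alone; inactives centre near 13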
The depositor's hits bear a star; nt = not tested or not shown. Some of the compounds tested; count on the stated rates, not on these rows.

SMILES	KLF5 inhibitor	HSF1 activator	aSyn UTR inh	GSK3A inh	HSF1 inh	HSP90 refold inh	GSK3beta inhib	IEC-6 cytotox	HIF activator	AI-2 QS mod
COc1ccc(NP(=O)(Oc2ccc(Cl)cc2)Oc2ccc(Cl)cc2)cc1OC	4.5	5.2	0.7	0.1	4.2	-4.5	-0.9	-6.8	-0.4	28.1
Clc1ccc(CO/N=C(\Cn2ccnc2)c2ccc(Cl)cc2Cl)c(Cl)c1	nt	31.0	31.2	-2.9	20.1	nt	3.5	nt	-0.5	75.1
NC1C2CN3CCN(C2)CC1(c1ccccc1)C3 (stereo not given)	-19.3	1.3	1.7	-6.5	-5.4	-1.7	-3.7	0.1	0.0	0.1
Cc1oc(C(=O)Nc2ccc(O)cc2)cc1COc1ccccc1	-10.1	nt	nt	-1.3	nt	1.9	nt	5.0	nt	nt
CN1CCCC(C(O)(c2ccccc2)c2ccccc2)C1 (stereo not given)	-30.3	-17.2	4.3	1.6	-5.9	2.6	-1.0	12.3	0.2	6.2
COC(=O)[C@@H]1C[C@@]1(C)[C@@H](NP(=O)(c1ccccc1)c1ccccc1)c1ccccc1	-8.8	14.2	-25.3	-1.0	4.3	-2.5	2.6	-5.6	-0.6	-9.6
COc1cccc(-n2c(-c3ccoc3)nc3ccccc3c2=O)c1	-34.2	9.7	11.8	0.6	-4.3	6.3	0.8	1.3	0.0	17.8
CCN(CC)c1ccc(/C=C2\C(=O)NC(=S)N(c3ccc(OC)cc3OC)C2=O)o1	nt	4.9	-12.3	-0.9	-6.8	nt	-2.7	nt	0.1	10.2
O=C1C(Cc2cnc[nH]2)NC(=S)N1c1ccccc1 (stereo not given)	-22.9	-4.7	-22.0	-1.1	-0.9	-2.5	-1.9	2.4	1.0	11.0
CCOc1ccccc1CNCCc1ccc2c(c1)OCO2	-15.3	3.3	1.0	-3.6	-1.9	-0.5	-1.4	0.1	0.5	11.6
CCOC(=O)c1c(NC(=O)c2c(N)n(CCCOC)c3nc4ccccc4nc23)sc2c1CCCC2	-3.4	-12.2	25.6	-2.8	-1.9	2.7	-3.5	-6.2	0.6	8.3
CSc1ncc(CN2CCCC(C(=O)c3sccc3C)C2)cn1 (stereo not given)	2.9	26.3	1.9	-2.0	8.9	2.3	-1.7	4.0	0.4	-0.3
CCOCC(=O)NC1CCSC1=O (stereo not given)	14.9	15.4	1.1	0.8	2.1	3.3	2.0	0.7	0.0	2.4
Cc1c(Br)c(=O)oc2cc(OCC(=O)N3C[C@H]4C[C@@H](C3)c3cccc(=O)n3C4)ccc12	-32.8	3.4	9.8	1.0	9.1	-5.2	3.9	3.6	-0.2	17.9
COc1cccc(N=Nc2c(O)[nH]c(=S)[nH]c2=O)c1	-22.5	103.3*	-5.5	-1.4	52.9	2.6	-12.5	1.0	2.7	6.0
C[C@@]1(CO)[C@H](O)CC[C@@]2(C)[C@H]1CC[C@H]1C[C@@H]3C[C@@]12CC[C@]3(O)CO	22.9	-7.1	73.3*	-1.8	1.4	-0.4	2.5	86.8*	1.0	4.8
COc1ccc(Cl)cc1C(=O)C1CCCN(CCO)C1 (stereo not given)	-24.5	-12.1	-6.1	1.8	-1.2	-0.9	-6.8	-13.3	-0.4	13.9
CC(Cc1ccccc1)NC(=O)CCCCC(=O)NC(C)Cc1ccccc1 (stereo not given)	-5.3	-20.4	13.0	-0.3	-9.9	3.2	nt	-0.6	-1.2	nt
Cc1ccc(OP(=O)(O)Oc2ccc(C)cc2)cc1	5.0	1.3	-1.3	-11.8	-5.4	-1.1	2.9	-5.8	-0.2	16.1
COc1ccc(C(=O)C2CCCN(Cc3ccon3)C2)cc1OC (stereo not given)	-6.9	4.8	11.9	-3.2	2.0	3.7	-1.4	-8.1	-0.3	19.4

Compounds shown so far with nitrogen in an aromatic ring (eight):
SMILES	KLF5 inhibitor	HSF1 activator	aSyn UTR inh	GSK3A inh	HSF1 inh	HSP90 refold inh	GSK3beta inhib	IEC-6 cytotox	HIF activator	AI-2 QS mod
Clc1ccc(CO/N=C(\Cn2ccnc2)c2ccc(Cl)cc2Cl)c(Cl)c1	nt	31.0	31.2	-2.9	20.1	nt	3.5	nt	-0.5	75.1
COc1cccc(-n2c(-c3ccoc3)nc3ccccc3c2=O)c1	-34.2	9.7	11.8	0.6	-4.3	6.3	0.8	1.3	0.0	17.8
O=C1C(Cc2cnc[nH]2)NC(=S)N1c1ccccc1 (stereo not given)	-22.9	-4.7	-22.0	-1.1	-0.9	-2.5	-1.9	2.4	1.0	11.0
CCOC(=O)c1c(NC(=O)c2c(N)n(CCCOC)c3nc4ccccc4nc23)sc2c1CCCC2	-3.4	-12.2	25.6	-2.8	-1.9	2.7	-3.5	-6.2	0.6	8.3
CSc1ncc(CN2CCCC(C(=O)c3sccc3C)C2)cn1 (stereo not given)	2.9	26.3	1.9	-2.0	8.9	2.3	-1.7	4.0	0.4	-0.3
Cc1c(Br)c(=O)oc2cc(OCC(=O)N3C[C@H]4C[C@@H](C3)c3cccc(=O)n3C4)ccc12	-32.8	3.4	9.8	1.0	9.1	-5.2	3.9	3.6	-0.2	17.9
COc1cccc(N=Nc2c(O)[nH]c(=S)[nH]c2=O)c1	-22.5	103.3*	-5.5	-1.4	52.9	2.6	-12.5	1.0	2.7	6.0
COc1ccc(C(=O)C2CCCN(Cc3ccon3)C2)cc1OC (stereo not given)	-6.9	4.8	11.9	-3.2	2.0	3.7	-1.4	-8.1	-0.3	19.4

Next structures:
SMILES	KLF5 inhibitor	HSF1 activator	aSyn UTR inh	GSK3A inh	HSF1 inh	HSP90 refold inh	GSK3beta inhib	IEC-6 cytotox	HIF activator	AI-2 QS mod
Oc1ccc(Br)cc1CN1CCN(c2ccccc2)CC1	-12.3	nt	33.2	-1.8	nt	0.5	1.0	6.9	-0.3	10.2
CC(=O)NC1CC2CCC(C1)N2 (stereo not given)	-9.1	-7.0	12.9	-0.7	-4.7	2.0	1.4	-1.4	0.2	18.4
COc1ccc(-n2c(-c3ccc(C)cc3)nc3ccccc3c2=O)cc1	-59.0	10.7	-43.1	2.8	3.5	0.2	-12.7	-1.2	2.2	20.4
OC1(c2cccnc2)CC2CCC(C1)N2Cc1nnnn1Cc1ccccc1 (stereo not given)	11.9	-2.3	-6.1	2.2	-7.5	-1.0	-8.9	-4.5	-1.9	20.8
CN(C)c1ccc(C2C3C=CC(C3)C2(C#N)C(=O)O)c(Br)c1 (stereo not given)	10.8	4.1	12.9	-3.8	0.4	6.0	-0.7	4.1	0.8	11.6
O=C1NC(=O)C(=Cc2ccc3c(c2)OCO3)C(=O)N1	-9.9	-3.2	-11.3	-1.5	1.8	-1.7	-2.0	0.2	-0.8	46.6
CSc1ncc(/C=C2/C(=O)NC(=O)N(c3ccc(C(C)C)cc3)C2=O)cn1	-17.1	-0.7	1.7	1.9	-6.3	6.9	-0.1	-4.5	-0.3	31.0
Cc1ccc(/C=C2/Sc3ccc(C(=O)N4CCC5(CC4)OCCO5)cc3NC2=O)cc1	29.8	-3.1	10.8	-3.5	0.4	1.5	1.6	2.4	-0.3	-9.3
C#CCN1C(=O)C2(C(C#N)=C(N)OC(C)=C2C(=O)OCc2ccccc2)c2ccccc21 (stereo not given)	1.8	-1.8	8.9	-1.2	0.8	1.9	-4.1	-3.4	0.0	4.9
O=C1NC(=O)C2(Cc3ccccc3N3CCCC32)C(=O)N1c1cccc(Cl)c1 (stereo not given)	-14.8	31.0	-21.8	0.3	4.0	5.8	2.8	10.3	-0.2	21.5
COc1ccc(-n2c(CNCCc3ccc(C)cc3)nc3ccccc3c2=O)cc1	2.2	10.0	-23.5	-2.6	2.1	4.1	3.4	10.1	0.6	9.0
CN1CC(C(=O)c2cccs2)C(c2ccc(Cl)cc2)C1 (stereo not given)	-46.5	4.7	-18.3	1.8	0.7	2.9	1.4	1.0	-1.0	13.8
O=C(COc1ccccc1)N1CCN(CC2CC=CCC2)CC1 (stereo not given)	-1.1	-11.2	-1.0	-0.6	-6.2	-0.6	-0.3	1.3	-0.5	25.9
Fc1ccccc1CCNCc1cccc(Cl)c1Cl	-38.9	23.0	-13.1	1.4	7.0	-1.2	0.4	-0.3	0.3	12.6
CCC(C)n1c(O)c(/C=N/NC(=O)c2ccncc2)c(=O)[nH]c1=S (stereo not given)	-10.6	7.7	-2.1	0.6	-5.4	0.6	-0.6	6.4	0.0	10.7
O=S(=O)(c1ccc(Cl)cc1)N1CN2CCN(C2)C1	-26.2	13.4	21.7	-0.8	0.6	-2.2	3.2	1.8	-0.2	-4.1
CC(Cc1ccccc1Sc1ccccc1O)N(C)C (stereo not given)	-5.9	14.6	-12.8	0.1	19.1	-0.9	2.1	-1.3	-0.5	-10.6
Cc1nc2ccccc2c(=O)n1-c1cc([N+](=O)[O-])cc([N+](=O)[O-])c1	9.7	9.4	10.0	9.3	-1.2	-0.3	-0.7	-6.4	-0.2	12.2
CCCC12CN3CCN(C1)CC(CCC)(C3)C2=O	-3.5	-11.6	7.3	-1.8	-2.0	-0.8	0.6	-0.9	0.0	-0.3
CCOc1ccc(NC(=O)C2C3c4ccccc4C(c4ccccc43)C2C(=O)O)cc1 (stereo not given)	8.6	-5.5	-1.8	-2.2	-4.1	1.3	0.7	-1.1	0.7	-13.3
CCN(CC)CCCOC(=O)C(OC)(c1ccccc1)c1ccccc1	-10.1	6.3	-18.3	-3.4	-8.0	2.3	-3.4	8.5	-0.3	12.9
CCCCCn1cc(C(=O)C(=O)N2CCOCC2)c2ccccc21	-5.5	45.2	-0.1	3.4	20.9	-3.1	6.3	-3.6	0.0	4.9
CCOc1nc(NC(C)C)nc(N2CC3CC(C2)c2cccc(=O)n2C3)n1 (stereo not given)	-11.8	20.2	12.4	-1.9	7.2	-1.0	2.6	-2.9	0.1	10.2
COc1ccc(-n2c(Cc3ccccc3)nc3ccccc3c2=O)cc1	-21.7	0.7	7.3	-3.5	0.6	3.2	0.0	9.8	0.1	15.3
C=CCn1c(O)c(N=Nc2c(C)n(C)n(-c3ccccc3)c2=O)c(=O)[nH]c1=S	-14.7	2.7	-4.7	-0.6	1.4	-2.5	-1.6	4.2	-1.7	31.5
CCC(=NCc1ccco1)c1c(O)n(-c2ccc(OC)cc2)c(=O)[nH]c1=O	-9.9	36.0	3.5	-2.9	0.9	-0.2	2.8	-2.2	-0.7	9.2
COC(=O)CC1(Cc2ccccc2)C(=O)NC(=O)NC1=O	-9.2	-11.9	10.0	-2.1	-4.7	2.8	2.7	-1.7	-0.1	10.0
O=C(COC(=O)c1cccc(O)c1)Nc1ccc(Cl)cc1C(=O)c1ccccc1	1.2	49.7	4.4	-0.7	7.0	5.0	-2.9	-2.0	-0.5	20.1
CN(C)C(=O)Oc1ccc2c(c1)O/C(=C\c1cccc(Cl)c1)C2=O	-61.0	35.4	-72.4	-1.5	14.1	-4.0	1.8	0.7	2.4	29.7
O=c1[nH]c(=S)n(CCC2=CCCCC2)c(O)c1/C=N/Nc1ccccc1	-17.9	2.2	5.4	-0.4	-3.5	0.9	1.4	-3.4	-0.2	26.1
O=[N+]([O-])c1ccc(NC2CCN(Cc3ccccc3)CC2)c2ccncc12	-1.8	-11.1	6.3	0.2	-10.2	0.3	-0.7	17.1	0.0	11.8

Bioassay records (PubChem BioAssay)
